Luciferase inh: Firefly luciferase inhibition profiling of diverse chemical library using quantitative high-throughput screening; Luciferin 4-monooxygenase (Photinus pyralis), P08659; purified P. pyralis luciferase, luminescence, biochemical; Potency, µM (highest dose often 115 µM), for the others: top-dose activity change, negative = inhibition, hits mostly inhibitors; hit rate 2.5% among 76,000; further: potency means the concentration at half of the fitted maximal effect; nearly all actives have a fitted effect of over 65% in size
Target sequence (P08659 whole entry, looked up): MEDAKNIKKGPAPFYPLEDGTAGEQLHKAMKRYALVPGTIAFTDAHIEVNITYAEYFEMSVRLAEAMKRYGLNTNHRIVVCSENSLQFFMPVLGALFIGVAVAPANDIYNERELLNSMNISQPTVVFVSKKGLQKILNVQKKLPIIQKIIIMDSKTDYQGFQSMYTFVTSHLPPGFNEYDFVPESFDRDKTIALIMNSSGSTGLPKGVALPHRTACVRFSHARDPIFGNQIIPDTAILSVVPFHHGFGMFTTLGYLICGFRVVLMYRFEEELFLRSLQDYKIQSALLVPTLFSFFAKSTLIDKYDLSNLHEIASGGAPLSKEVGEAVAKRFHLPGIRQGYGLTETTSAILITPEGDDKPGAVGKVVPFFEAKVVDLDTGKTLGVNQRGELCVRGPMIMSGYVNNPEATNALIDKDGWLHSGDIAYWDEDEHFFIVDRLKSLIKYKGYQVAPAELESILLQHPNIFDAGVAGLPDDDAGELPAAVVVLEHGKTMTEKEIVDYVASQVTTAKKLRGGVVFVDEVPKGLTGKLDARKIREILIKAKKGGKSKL
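Biochemical qHTS: compound (6-point titration) added to 10uM D-luciferin plus 10uM ATP in Tris acetate pH 7.5 buffer with Mg, Tween-20 and BSA, then purified enzyme at 10nM; light output imaged.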
HEK cytotox: Cytotoxic Profiling in HEK 293 Cell Line of Diverse Libraries Using Quantitative High-Throughput Screening | HEK 293 viability, ATP luminescence (CellTiter-Glo), 48-72 h | Potency, µM (highest dose often 115 µM), inactives show top-dose activity change, negative = cytotoxicity, usual class: inhibitors | hit rate 6.6% among 94,000 | AID 1345083, 2018; further: potency means the concentration at half of the fitted maximal effect; nearly all actives have a fitted effect of over 60% in size
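HEK 293 seeded at 250 cells/well receive compound via pintool. After 48 or 72 hr at 37 degree Celsius, 5% CO2 and 95% humidity, CellTiter-Glo is dispensed and luminescence read following 10 min at room temperature.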
GPT2 inhibitor: Primary qHTS assay for inhibitors of Glutamate pyruvate transaminase 2 (GPT2); hit rate 0.25% among 100,000; Potency, µM (titrated, usually from 57.7 µM), inactives show at the highest dose activity change, negative = inhibition, most hits filed as inhibitors; Recombinant GPT2, coupled pyruvate oxidase/HRP Amplex Red fluorescence; Alanine aminotransferase 2 (Homo sapiens), Q8TD30; further: potency means the concentration at half of the fitted maximal effect; nearly all actives have a fitted effect of over 60% in size; many of its hits are not listed in these tables
Target sequence (Q8TD30 whole entry, looked up): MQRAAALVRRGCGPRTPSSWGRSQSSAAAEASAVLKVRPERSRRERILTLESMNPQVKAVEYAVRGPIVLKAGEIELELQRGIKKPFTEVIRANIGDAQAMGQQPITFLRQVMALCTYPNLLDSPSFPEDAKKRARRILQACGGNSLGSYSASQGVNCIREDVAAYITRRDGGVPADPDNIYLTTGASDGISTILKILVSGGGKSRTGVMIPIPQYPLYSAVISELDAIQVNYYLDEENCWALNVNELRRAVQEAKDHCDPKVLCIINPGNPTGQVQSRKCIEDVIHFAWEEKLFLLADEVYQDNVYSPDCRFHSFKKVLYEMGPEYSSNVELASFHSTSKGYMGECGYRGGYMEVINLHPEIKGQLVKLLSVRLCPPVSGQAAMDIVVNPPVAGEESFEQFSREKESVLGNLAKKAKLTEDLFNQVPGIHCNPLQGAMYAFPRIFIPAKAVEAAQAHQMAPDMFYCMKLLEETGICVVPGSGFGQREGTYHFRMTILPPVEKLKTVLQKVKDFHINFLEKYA
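Fluorescence read-out: pyruvate from GPT2 turnover coupled to pyruvate oxidase, HRP and Amplex Red (0.2mM ThPP, 0.2U/mL PO and HRP, 50uM Amplex final). Substrates 250uM a-KG, 2mM L-alanine; enzyme 10ng/uL; 30 min RT.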
IP6K1 inh: Primary qHTS assay for small molecule inhibitors of Inositol hexaphosphate kinase 1 (IP6K1); AID 1645851, 2021; IP6K1 kinase, ADP-Glo luminescence, 2 h; hits give low values; Inositol hexakisphosphate kinase 1 (Homo sapiens), Q92551; hit rate 0.81% among 140,000; activity change, % (series mostly up to about 58 µM); in the data active means activity change below about -25%
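ADP-Glo luminescence measures ADP made by human IP6K1 during a 2 h RT reaction with ATP/IP6 (mix at 1.3 mM/130 uM); top library doses 57.5 and 19.1 uM final.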
SNCA viab count: GF-AFC viability counterscreen for inhibitors of alpha-synuclein gene (SNCA) expression; HEK-293-SNCA-luc viability, GF-AFC fluorescence, 24 h; Potency, µM (top dose mostly 57.1 µM), for inactives: at the highest dose activity change, negative = cytotoxicity, hits mostly cytotoxic; hit rate 0.12% among 150,000;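 further: potency means the concentration at half of the fitted maximal effect; 0% = DMSO-treated cells and -100% = medium-only wells without cells; nearly all actives have a fitted effect of over 30% in size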
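Cytotoxicity counterscreen: after 24 h compound treatment of genome-edited SNCA-luciferase HEK-293 cells, live-cell protease substrate GF-AFC read by fluorescence after 30 min; activity scaled between DMSO (0%) and medium-only (-100%), curves Hill-fitted.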
3T3 cytotox: Cytotoxic Profiling in NIH 3T3 Cell Line of Diverse Libraries Using Quantitative High-Throughput Screening; NIH 3T3 viability, CellTiter-Glo ATP luminescence, 48-72 h; Potency, µM (highest dose often 96.7 µM), for inactives: at the top dose activity change, negative = cytotoxicity, usual class: inhibitors; hit rate 4.3% among 94,000; further: potency means the concentration at half of the fitted maximal effect; nearly all actives have a fitted effect of over 55% in size
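Mouse fibroblast NIH 3T3 cells, 400 per well, received compound via pintool and were incubated for 48 or 72 hr prior to CellTiter-Glo ATP luminescence measurement.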
SNCA expr inhib: Primary qHTS assay for inhibitors of alpha-synuclein gene (SNCA) expression. AID 1671194, 2021. Potency, µM (titrated, usually from 57.2 µM), without a hit: at the highest dose activity change, negative = inhibition, hits mostly inhibitors. HEK-293 SNCA-luciferase knock-in, luminescence, 24 h. hit rate 0.17% among 140,000;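 further: potency means the concentration at half of the fitted maximal effect; plate controls were DMSO cells for no effect and cell-free wells for full effect; nearly all actives have a fitted effect of over 45% in size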
Numbers without * were called inactive; i = inactive; ? = inconclusive; . = no result given; & = joins results of further samples; [ ] = remark or other dose. Unless noted, the call rests on the fitted dose curve; in most records, active means well fitted curve in the direction sought with a large enough effect; inconclusive means small, poorly fitted or top-dose-only effect, or another doubt; inactive means no such curve, though single readings can be large; an effect the other way counts as inactive or inconclusive. Unless noted, on the % scale 0 is the no-effect control and ±100 the full control effect.

entry | Compound | Luciferase inh | HEK cytotox | GPT2 inhibitor | IP6K1 inh | SNCA viab count | 3T3 cytotox | SNCA expr inhib
1 | O=C1NC(=NC2CCCCC2)C2(CCCN(Cc3ccc(F)cc3)C2)N1c1cccnc1 (stereo not given) | . | ? | 0% | -2 | -5% | ? | -14%
2 | CCc1nc2c(c(-c3ccc(O)cc3)n1)CN(C(=O)c1ccccc1F)CC2 | . | -23% | 2% | 25 | 5% | -32% | 4%
3 | COc1ccc(CN2C[C@H](O)C[C@H]2c2nc(-c3ccc(F)cc3)no2)c(OC)c1OC | -10%[172 µM] | -27%[172 µM] | -4%[88.5 µM] | 3 | -10%[87.6 µM] | -18%[174 µM] | 137%[activator][87.6 µM]
4 | COc1cc(OC)cc(C(=O)NCCc2csc3nc(-c4ccccc4F)nn23)c1 | . | . | . | -6 | -12% | . | 7%
5 | CS(=O)(=O)N(C1CC1)C1CCOC2(CCN(C(=O)NCc3ccccc3)CC2)C1 (stereo not given) | -2% | -16% | i | 10 | -2% | -26% | -8%
6 | CC(C)S(=O)(=O)N1CC(N(C)Cc2cccnc2)C1 | 11% | -1% | 4% | 14 | -3% | i | -11%
7 | CCC1(O)CCC12CCN(C(=O)COc1ccc(F)cc1)CC2 (stereo not given) | . | -3% | i | 18 | 9% | -24% | 16%
8 | COc1ccc(NC(=O)N2CCC3(CC2)N(CC2CC2)C(=O)CS3=O)cc1 (stereo not given) | 0% | 1% | i | 12 | 10% | -9% | -9%
9 | CC(NC(=O)C1CCN(S(=O)(=O)c2ccc3c(c2)oc(=O)n3C)CC1)c1ccccc1 (stereo not given) | . | . | . | -12 | -11% | . | 0%
10 | O=C(NC1CCN(c2cc(-c3ccccc3)[nH]n2)C1)c1ccc(Br)cc1 (stereo not given) | -4% | -26% | i | 0 | 2% | -11% | -25%
11 | Cc1ccc(C(=O)N/C(=C\c2cn(S(=O)(=O)N(C)C)c3ccccc23)C(=O)NCCCn2ccnc2)cc1 | . | . | . | 9 | -17% | . | 5%
12 | O=C(NCc1ccccc1)[C@@H]1COCC(=O)N1Cc1ccc(F)cc1 | 49% | i | -10% | 5 | 4% | 3% | 0%
13 | COc1ccc(OC)c(NC(=O)Cn2c(CCC(=O)O)ccc2-c2ccccc2)c1 | . | . | . | -4 | 11% | . | ?
14 | Cn1ccnc1CN1C[C@H]2CN(C(=O)C3CC3)CCN2C1=O | -2%[172 µM] | -4%[172 µM] | i | 4 | 1%[87.6 µM] | 5%[174 µM] | -7%[87.6 µM]
15 | Cc1ncccc1C(=O)N1CCCn2ccnc2C1c1ccccc1 (stereo not given) | -1% | -27% | 4% | 7 | -8% | -13% | 24%
16 | c1ccc(Cn2cnnc2CC2CCCNC2)cc1 (stereo not given) | 4% | -14% | i | -1 | 2% | -1% | 2%
17 | COc1ccccc1NC(=O)c1sc2nc(N3CCOCC3)c3c(c2c1N)CC(C)(C)OC3 | . | . | . | 4 | 1% | . | ?
18 | Cc1cc(C)c2c(=O)cc(CSCC(=O)Nc3nnc(C)s3)[nH]c2c1 | . | . | . | -2 | 1% | . | 0%
19 | CCn1cc(/C=C(\NC(=O)c2ccc(OC)c(OC)c2)C(=O)NCCCn2ccnc2)c2ccccc21 | . | . | . | 13 | -7% | . | 2%
20 | CC(C(=O)NCc1ccc(F)cc1F)C1CCOCC1 (stereo not given) | -13% | 1% | i | 5 | -2%[12.5 µM] | -27% | 2%
21 | Cc1cc(OCC(=O)Nc2ccc(C(=O)OC3CCCCC3)cc2)ccc1Cl | . | . | . | 8 | 0% | . | 11%
22 | CCn1c(CN2CCC(C)CC2)nc2cc(NC(=O)c3ccccc3[N+](=O)[O-])ccc21 | . | . | . | -8 | -14% | . | ?
23 | CCCNC(=O)[C@@H]1Cc2cn(Cc3c(C)noc3C)c3cccc(c23)[C@H](CC(C)C)N1 | -4%[172 µM] | 25µM* | -7%[88.5 µM] | 8 | -17%[87.6 µM] | 71µM* | ?
24 | CCOC(=O)C1CCCN(C(=O)c2cn3cc(-c4ccc(C(F)(F)F)cc4)sc3n2)C1 (stereo not given) | . | 1% | -3% | -1 | 4% | 0% | 30%[activator]
25 | C=CCC(=O)N1CCCC(N2CCN(c3cccc(C(F)(F)F)c3)CC2)C1 (stereo not given) | 0% | ? | ? | 11 | -2% | ? | 24%
26 | COc1cccc(CN2CCOC3CCN(C(=O)c4cccnc4)CC3C2=O)c1 (stereo not given) | -21%[172 µM] | -13%[172 µM] | 1%[88.5 µM] | -14 | 0%[87.6 µM] | ? | -41%[87.6 µM]
27 | CCN(CCOC)Cc1cn(C)nc1-c1ccc(C2CCCCC2)cc1 | ? | ? | i | 6 | -10% | ? | 29%
28 | O=C(O)C1CCC1 | . | . | i | -1 | -15%[23.9 µM] | . | -16%[25.6 µM]
29 | COc1ccc(N2CCN(C(=O)Nc3ccc(Cl)cc3)CC2)cc1 | . | . | . | -8 | 14% | . | 21%
30 | COCCNC(=O)[C@H]1C[C@H](Oc2ccccc2)CN1S(=O)(=O)c1ccc(OC)cc1 | 6% | ? | -11% | 33 | -1% | -17% | -20%
31 | Cc1ccc(NC(=O)Nc2ccccc2)c(=O)n1CC(=O)N1CCN(c2ccccc2)CC1 | 11µM* | ? | i | -6 | 10% | i | 6%
32 | COc1cccc(C(=O)N2CCCC2C(=O)N2CCCC2c2nc3ccncc3[nH]2)c1 (stereo not given) | . | -4% | i | 10 | 8% | -14% | -2%
33 | CCN(Cc1nccn1C)C(=O)c1cc(-c2cnc(C)nc2)nc2ccc(F)cc12 | 9% | 2% | i | -7 | -1% | 0% | -11%
34 | CC(=O)NCc1nnc2n1C(C(=O)NCc1ccccc1F)CC2 (stereo not given) | . | -39% | i | 12 | -13%[12.5 µM] | -26% | -3%
35 | C[C@H]1[C@@H]2[C@@H](O)C([C@H](C)C(=O)N(C)CCC#N)CC[C@@]2(C)CC[C@@H]1NC(=O)c1cncnc1 (stereo not given in full) | 3% | -2% | i | 1 | 7% | 3% | -24%
36 | O=C(NCCCN1CCN(c2ccccc2F)CC1)c1cc2c(s1)-c1ccccc1OC2 | . | . | . | -12 | 7% | . | 4%
37 | CCC(Sc1nnc(-c2ccc(OC)c(OC)c2)c(-c2ccc(OC)c(OC)c2)n1)C(=O)NC1CCCC1 (stereo not given) | . | . | . | 17 | -13% | . | 56%[activator]
38 | CCN(c1ccccc1)c1nnc(NC(=O)Nc2cccc(C(F)(F)F)c2)s1 | . | . | . | 52 | 5% | . | 4%
39 | O=C(Nc1ccc(Br)cc1)c1ccc(F)c(S(=O)(=O)N2CCc3ccccc32)c1 | . | . | . | -4 | -11% | . | -14%
40 | CC(=O)[C@H]1CCC2C3CC=C4C[C@@H](OS(=O)(=O)O)CC[C@]4(C)C3CC[C@@]21C (stereo not given in full) | . | . | i | . | 5% | . | -12%

Overlap with the part before: two entries; new compounds follow.
entry | Compound | Luciferase inh | HEK cytotox | GPT2 inhibitor | IP6K1 inh | SNCA viab count | 3T3 cytotox | SNCA expr inhib
39 | O=C(Nc1ccc(Br)cc1)c1ccc(F)c(S(=O)(=O)N2CCc3ccccc32)c1 | . | . | . | -4 | -11% | . | -14%
40 | CC(=O)[C@H]1CCC2C3CC=C4C[C@@H](OS(=O)(=O)O)CC[C@]4(C)C3CC[C@@]21C (stereo not given in full) | . | . | i | . | 5% | . | -12%
41 | COc1ccc(C2Cn3cnc(C(=O)N4CCC(C(=O)Nc5ccc(C)cc5C)CC4)c3CO2)cc1 (stereo not given) | ? | -5% | 0% | 2 | -7% | i | 14%
42 | CC[C@H]1CN(C(=O)Nc2cccc(C(F)(F)F)c2)CC[C@H]1CC(=O)NCCN1CCCCC1 | 7% | i | i | -9 | 0% | i | 8%
43 | CC(=O)N1CCc2c(sc3c2c(=O)n(-c2ccccc2)c(=O)n3Cc2cccc(C(F)(F)F)c2)C1 | . | . | . | 33 | ? | . | ?
44 | Cc1cccc(CN2CCC3(CC2)COCCN3C(=O)OCc2ccccc2)c1 | 2%[172 µM] | 40µM* | -15%[88.5 µM] | -14 | -28%[87.6 µM] | 40µM* | ?
45 | CN(C)[C@H]1CCN(Cc2cccc(C(=O)O)c2)C[C@H]1CCC(=O)O | -6% | 3% | 4% | -4 | 4% | 3% | -25%
46 | COc1cc(OC)c(NC(=O)C(CC(C)C)N2Cc3ccccc3C2=O)cc1Cl (stereo not given) | . | . | . | -20 | -25% | . | 25%
47 | COc1ccc(C(=O)N2CCC(c3n[nH]c(=O)n3-c3ccc(C)cc3)CC2)cc1OC | 4% | 33%[activator] | -13% | -13 | 5% | ? | -3%
48 | CCc1nc(N2CCOCC2)ncc1C(=O)O | -2% | -8% | i | -21 | 3% | -22% | -2%
49 | Cn1ncc2c(C(=O)NCc3ccc(F)cc3)cc(-c3ccc(C(F)(F)F)cc3)nc21 | . | ? | . | -7 | . | ? | .
50 | CCn1ncc(N2CCCC(CC(=O)Nc3ccccc3OC)C2)cc1=O (stereo not given) | -3% | -5% | i | -8 | -5% | ? | 4%
51 | CCCN(CC1CCOC1)S(=O)(=O)c1ccc(F)cc1 (stereo not given) | 4% | -3% | -5% | -1 | -3% | ? | -11%
52 | c1ncc(CN2CCn3c(nnc3C3CCCNC3)C2)s1 (stereo not given) | -10%[172 µM] | 0% | -10% | 6&12 | -11%[87.6 µM] | -4% | -10%[87.6 µM]
53 | Cc1ncc2n1C(=O)N(C1CCN(C(=O)c3ccc(F)cc3)CC1)C2 | 7% | -22% | i | 7 | 14% | -16% | 6%
54 | CCc1ccc(CNC(=O)CSCc2cnn(-c3ccccc3)c2-n2cccc2)cc1 | . | . | . | -1 | 8% | . | -22%
55 | CCOC(=O)C1=CN(CC(=O)Nc2cccc(Cl)c2C)S(=O)(=O)N=C1C | 6% | ? | -7% | 12 | 12% | -20% | 5%
56 | CN(C)Cc1ccc2c(c1)c(OC(C)(C)C(=O)NC1CC1)nn2Cc1ccccc1 | 3%[172 µM] | -23%[172 µM] | -15%[88.5 µM] | 4 | -10%[87.6 µM] | ? | 3%[87.6 µM]
57 | O=C(C[C@@H]1CCNC[C@@H]1Cc1cc(-c2ccc(F)cc2)on1)NCc1ccc2c(c1)OCO2 | -3% | ? | ? | -13 | 1% | ? | 17%

Screening data: PubChem BioAssay, National Center for Advancing Translational Sciences (NCATS)

Some of the compounds tested; rates above refer to the full screens.
